Screening results deposited in PubChem by National Center for Advancing Translational Sciences (NCATS).
p53null 32C tox: qHTS Screen for Compounds that Selectively Target Cancer Cells with p53 Mutations: Cytotoxicity of p53 Null Cells at the Permissive Temperature; H1299-neo p53 null cells, ATP luminescence, 24 h, 32C; actives 0.62% (n = 55,000); Potency, µM (titrated, usually from 46.1 µM), inactives show top-dose activity change, negative = cytotoxicity, hits mostly cytotoxic; AID 903, 2007;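 also: potency is read from the fitted curve at half-maximal effect; 0% = DMSO only and -100% = full killing by 100 µM tamoxifen; nearly all actives have a fitted effect of over 55% in size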
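Overnight 37C seeding (600 cells/well) of H1299-neo preceded a 24 hr, 32C exposure to compounds up to 46 uM. ATP levels, read by luminescence after 20 min at RT, indicated surviving cells.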
p53null 39C tox: qHTS Screen for Compounds that Selectively Target Cancer Cells with p53 Mutations: Cytotoxicity of p53 Null Cells at the Nonpermissive Temperature. Potency, µM (doses to about 46.1 µM), for the others: at the highest dose activity, negative = cell killing, most hits filed as cytotoxic. actives 0.97% (n = 55,000). H1299 p53-null (neo) cells, 39C, ATPlite viability, 24 h. AID 904, 2007;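 also: potency is read from the fitted curve at half-maximal effect; 0% = DMSO only and -100% = full killing by 100 µM tamoxifen; nearly all actives have a fitted effect of over 50% in size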
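Luminescent ATP signal reported cell survival after H1299 lines (neo, p53 null; or p53 A138V) received up to 46 uM compound and 24 hr incubation at 39C.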
TSG101-PTAP inh: qHTS Validation Assay for Inhibitors of HIV-1 Budding by Blocking the Interaction of PTAP/TSG101: Sytravon Library Screen. Potency, µM (highest dose often 115 µM), for inactives: at the top dose activity change, negative = inhibition, hits mostly inhibitors. Tumor susceptibility gene 101 protein (Homo sapiens), Q99816. AID 1347069, 2019. 44,000 tested, under 10 active. Fluorescence polarization, FITC-PTAP peptide/Tsg101, 20 min; also: potency is read from the fitted curve at half-maximal effect; 0% is about no effect
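Fluorescence polarization binding of Tsg101 binding domain (10 uM final) to FITC-labeled PTAP-motif peptide (50 nM final) in HEPES pH 7.5/NaCl/Tween 20/EDTA/TCEP buffer; 20 min at r.t. Actives by curve class, <25 µM, efficacy <60% inhibition.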
NTMT1 inhibitor: Primary qHTS for Inhibitors of N-terminal methyltransferase 1 (NTMT1): MTaseGlo Assay; actives 2.5% (n = 59,000); NTMT1 MTase-Glo SAH luminescence, purified enzyme; N-terminal Xaa-Pro-Lys N-methyltransferase 1 (Homo sapiens), Q9BV86; AID 1645870, 2021; Potency, µM (highest dose often 114 µM), for inactives: at the highest dose activity change, negative = inhibition, hits mostly inhibitors;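 also: potency is read from the fitted curve at half-maximal effect; plate controls were DMSO vehicle for no effect and no enzyme for full effect; nearly all actives have a fitted effect of over 65% in size; many of its hits are not listed in these tables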
GALK inh: qHTS Assay for Inhibitors of Human Galactokinase (GALK): NCGC Sytravon Library Screen. P51570. recombinant GALK, Kinase-Glo ATP luminescence, 1 h. Potency, µM (top dose mostly 57.5 µM), for inactives: top-dose activity, negative = inhibition, most hits filed as inhibitors. 44,000 tested, under 10 active. AID 1347072, 2019;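 also: plate controls were full GALK reaction for no effect and reaction lacking GALK for full effect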
Target sequence (P51570 whole entry, looked up): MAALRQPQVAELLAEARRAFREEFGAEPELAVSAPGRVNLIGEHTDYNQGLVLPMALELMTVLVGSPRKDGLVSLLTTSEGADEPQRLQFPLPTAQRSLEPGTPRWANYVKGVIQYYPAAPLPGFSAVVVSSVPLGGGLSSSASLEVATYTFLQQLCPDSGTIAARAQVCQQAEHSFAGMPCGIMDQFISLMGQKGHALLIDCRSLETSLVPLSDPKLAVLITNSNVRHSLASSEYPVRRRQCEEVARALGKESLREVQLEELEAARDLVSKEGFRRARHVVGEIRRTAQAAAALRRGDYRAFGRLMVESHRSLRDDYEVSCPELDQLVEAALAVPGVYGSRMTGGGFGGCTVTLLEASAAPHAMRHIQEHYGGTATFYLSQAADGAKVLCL
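Luminescent ATP-depletion readout (Kinase-Glo Plus, 10 min) after 1 h RT reaction of 5 nM GALK, 35 uM ATP, 100 uM galactose, pH 8.0 HEPES buffer. Decreased kinase activity scored as inhibition.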
FH mod: Identification of activators of human fumarate hydratase by quantitative high-throughput screening; Potency, µM (titrated, usually from 79.9 µM), without a hit: at the top dose activity change, negative = inhibition, actives largely listed as inhibitors; AID 1347055, 2019; Fumarate hydratase, mitochondrial (Homo sapiens), P07954; actives 0.22% (n = 54,000); FH coupled MDH/diaphorase resazurin fluorescence, 15 min; also: potency is read from the fitted curve at half-maximal effect; % is scaled to controls: 0 for no effect and ±100 for the full control effect; the screen sought activators but most active calls are inhibition curves; nearly all actives have a fitted effect of over 45% in size
Target sequence (P07954 whole entry, looked up): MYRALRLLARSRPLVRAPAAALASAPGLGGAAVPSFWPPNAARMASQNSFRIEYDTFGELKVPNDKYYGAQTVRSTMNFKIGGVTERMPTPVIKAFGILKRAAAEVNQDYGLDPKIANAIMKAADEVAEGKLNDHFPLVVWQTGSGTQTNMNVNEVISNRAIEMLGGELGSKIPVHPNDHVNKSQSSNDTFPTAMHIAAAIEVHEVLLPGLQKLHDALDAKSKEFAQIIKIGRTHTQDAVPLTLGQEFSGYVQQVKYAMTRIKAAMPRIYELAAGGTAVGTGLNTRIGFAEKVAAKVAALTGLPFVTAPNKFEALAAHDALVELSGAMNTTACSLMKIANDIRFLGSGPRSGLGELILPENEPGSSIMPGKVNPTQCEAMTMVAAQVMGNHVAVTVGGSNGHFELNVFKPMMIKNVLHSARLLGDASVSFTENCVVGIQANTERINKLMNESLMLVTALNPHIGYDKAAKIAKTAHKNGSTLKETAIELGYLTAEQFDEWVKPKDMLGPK
B2AR arrestin ag: qHTS assay of beta-arrestin-biased ligands of beta2-adrenergic receptor: NCGC Sytravon Library Screen; 44,000 tested, under 10 active; Beta-2 adrenergic receptor (Homo sapiens), P07550; HTLA Tango cells, beta-arrestin recruitment, luciferase luminescence, 18 h; Potency, µM (top dose mostly 46.1 µM), inactives show at the top dose activation, actives largely listed as activators;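 also: potency is read from the fitted curve at half-maximal effect; 0% = DMSO and full agonism = EC100 isoproterenol or metaproterenol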
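Tango cells expressing recombinant beta2-AR and beta-arrestin were treated with compounds (up to 46 microM titration) in DMEM with 1% FBS for 18 hr at 37 degrees C. Beta-arrestin recruitment drove tTA-dependent luciferase, read by luminescence; curves were fitted and classed.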
Active calls of the source: *; ? = inconclusive; . = not tested or not shown; [ ] = another dose, or the depositor's remark. Calls follow the shape of the dose curve; as a rule, active = well fitted curve in the direction sought with a large enough effect; inconclusive = small, poorly fitted or top-dose-only effect, or another doubt; inactive = no such curve, though single readings can be large; an effect the other way counts as inactive or inconclusive.

mol	p53null 32C tox	p53null 39C tox	TSG101-PTAP inh	NTMT1 inhibitor	GALK inh	FH mod	B2AR arrestin ag
O=C(NCc1ccccc1Cl)c1ccc2oc(=O)n(Cc3ccccc3)c2c1	-3%	17%	-4%	6%	3%	-32%	0%
CC(C)c1nn2c(=O)cc(COC(=O)c3ccc(NC(=O)CCc4ccccc4)cc3)nc2s1	-4%	?	-4%	3%	-5%	-16%	-1%
CCOC(=O)c1ccc(NC(=O)CSc2nc3ncc(Br)c(C)c3[nH]2)cc1	2%	15%	-7%	17%	0%	-4%	-1%
Cc1c(Cl)cccc1NC(=O)c1ccc(C(=O)Nc2cccc(Cl)c2C)cc1	-1%	18%	2%	1%	-2%	0%	0%
COc1cccc2cc(-c3nc(-c4ccccc4F)no3)c(=O)oc12	-8%	6%	3%	10%	3%	-17%	3%
Cc1cc(=O)n2nc(N3CCC(C(=O)NCc4ccccc4F)CC3)sc2n1	7%	-7%	-6%	?	0%	-4%	-2%
COc1ccc(NC(=O)CSc2nnc(-c3ccc(C)cc3)o2)cc1	-9%	15%	0%	23%	-2%	-22%	-2%
Cc1cc(C)cc(NC(=O)Cn2c(=O)oc3cc(S(=O)(=O)N4CCCC4)ccc32)c1	10%	-14%	9%	1%	-3%	-14%	-2%
Cc1ccc(NC(=O)C2CCCN2S(=O)(=O)c2cccc3nsnc23)cc1Cl (centres undefined)	3%	-8%	-1%	8%	-1%	-12%	1%
CCN(c1cccc(C)c1)C(CNS(=O)(=O)c1ccccc1)c1ccccc1 (centres undefined)	31%[activator]	?	-6%	14%	?	-28%	-3%
Cc1cccc(Cn2c(=O)n(CCc3ccccc3)c(=O)c3sc4ccccc4c32)c1	-2%	-3%	1%	6%	-15%	-8%	0%
CCc1ccccc1Nc1nn2c(=O)c3ccc(C(=O)NC(C)C)cc3nc2s1	-6%	10%	-4%	-19%	1%	0%	1%
COc1ccc(CCNC(=O)CCc2c(C)nc3c(c(C)nn3-c3ccc(C)c(C)c3)c2C)cc1OC	-1%	-11%	12%	1%	1%	-9%	-1%
Cc1ccc(Cn2cc(CCC(=O)NCc3ccccc3F)c3ccccc32)cc1	-2%	-26%	1%	9%	3%	-2%	-1%
Cc1cc(C)cc(NS(=O)(=O)c2ccc(N3CCCCS3(=O)=O)cc2)c1	7%	-2%	-12%	12%	-3%	-7%	-1%
O=C(NCCC1=CCCCC1)c1ccc2c(c1)sc1nc(-c3ccc(F)cc3)cn12	2%	10%	-1%	0%	-12%	-13%	0%
CC(=O)c1cccc(Nc2nn(-c3ccc(OC(F)(F)F)cc3)nc2C(C)=O)c1	-18%	?	0%	35%[activator]	2%	-19%	1%
Cc1cc(C)c(NC(=O)CSc2ccc(-c3ccccn3)nn2)c(C)c1	-5%	-14%	1%	13%	4%	23%	1%
O=C(NCC1(c2ccccc2)CCCC1)C(=O)Nc1cccc(C(F)(F)F)c1	5%	2%	-2%	1%	3%	-15%	1%
COc1cccc(OCCn2c(-c3ccc(Cl)cc3)nc3ccccc3c2=O)c1	2%	3%	-1%	.	-11%	.	0%
Cc1cccc(C(=O)N(Cc2ccccc2F)C2CCS(=O)(=O)C2)c1 (centres undefined)	0%	-4%	1%	3%	0%	1%	-1%
CCn1cc(C(=O)NCc2ccccc2)c(=O)c2cc(S(=O)(=O)N3CCCCCC3)ccc21	13%	-22%	-10%	16%	5%	-24%	-2%
CCN(CC)S(=O)(=O)c1ccc2c(c1)N(CC(=O)Nc1c(C)cc(C)cc1C)C(=O)CS2	-4%	-32%	0%	2%	-2%	8%	1%
COC(=O)CC1Oc2ccc(F)cc2-n2cc(-c3ccc(C)cc3)nc21 (centres undefined)	.	.	-2%	19%	0%	0%	-2%
Cc1ccc(Cl)cc1N1CCN(C(=O)c2ccc3c(c2)N(Cc2ccccc2F)C(=O)c2ccccc2S3=O)CC1 (centres undefined)	-6%	-11%	-2%	0%	10%	-8%	-2%
CC(NC(=O)Cc1ccc(NC(=O)N2CCSc3ncccc32)cc1)c1ccccc1 (centres undefined)	2%	4%	0%	-1%	-2%	-9%	0%
Cc1c(C(=O)Nc2ccc(-n3c(C)nc4ccccc4c3=O)cc2)cccc1[N+](=O)[O-]	-3%	14%	-1%	10%	1%	-24%	-2%
CCOc1ccc(C(=O)N2CCC(c3nnc(-c4ccccc4OC)o3)CC2)cc1	7%	-13%	1%	12%	0%	-13%	1%
Cc1cc(N(CCO)Cc2ccccc2)n2nc(-c3ccc(C(C)(C)C)cc3)nc2n1	-5%	-18%	0%	14%	?	-10%	0%
COc1ccc(OC)c(NC(=O)CN2C(=O)CC(c3ccco3)Sc3ccccc32)c1 (centres undefined)	10%	6%	2%	0%	0%	-18%	0%

Record cards (already shown). Order of values: p53null 32C tox	p53null 39C tox	TSG101-PTAP inh	NTMT1 inhibitor	GALK inh	FH mod	B2AR arrestin ag
`O=C(NCCC1=CCCCC1)c1ccc2c(c1)sc1nc(-c3ccc(F)cc3)cn12` in the list: 2%	10%	-1%	0%	-12%	-13%	0%
`COc1ccc(CCNC(=O)CCc2c(C)nc3c(c(C)nn3-c3ccc(C)c(C)c3)c2C)cc1OC` in the list: -1%	-11%	12%	1%	1%	-9%	-1%
`Cc1cc(=O)n2nc(N3CCC(C(=O)NCc4ccccc4F)CC3)sc2n1` in the list: 7%	-7%	-6%	?	0%	-4%	-2%

Following part
mol	p53null 32C tox	p53null 39C tox	TSG101-PTAP inh	NTMT1 inhibitor	GALK inh	FH mod	B2AR arrestin ag
COc1cc(CNCCSc2nnnn2C)ccc1OCc1c(F)cccc1Cl	8%	-26%	0%	-16%	-3%	-5%	0%
COc1ccc(C(=O)NCC(c2ccc(N(C)C)cc2)N2CCc3ccccc32)cc1 (centres undefined)	-10%	?	3%	-2%	3%	-27%	0%
CCC(C)NC(=O)CSc1nc2c(sc3ccccc32)c(=O)n1Cc1ccccc1Cl (centres undefined)	-13%	1%	0%	-1%	1%	2%	-1%
CCCCNC(=O)c1ccc2c(c1)NC(=O)C(CS(=O)(=O)Cc1ccc(F)cc1Cl)N2 (centres undefined)	14%	2%	11%	6%	-1%	3%	0%
COc1ccc(NC(=O)C2CCC(CNS(=O)(=O)c3cccs3)CC2)cc1OC (centres undefined)	-6%	-29%	-1%	-1%	2%	-18%	-2%
O=C(NCc1ccccc1F)C1CCCN(C(=O)N2CCOc3ccccc32)C1 (centres undefined)	-3%	-15%	-1%	5%	0%	13%	0%
Cc1ccc(C)c(C(=O)CSc2nc3cc(C(=O)NC4CCCC4)ccc3c(=O)n2CC2CCCO2)c1 (centres undefined)	-1%	-17%	3%	0%	-1%	2%	-1%
CCOC(=O)c1noc2nc(C)n(Cc3ccc([N+](=O)[O-])cc3)c(=O)c12	1%	10%	-1%	-12%	-2%	6%	-1%
CCOc1ccc(CN(CCc2ccc3c(c2)OCO3)Cc2cc(OC)c(OC)cc2OC)cc1	-17%	12%	1%	-1%	2%	-19%	1%
COc1ccccc1CNC(=O)C(NS(=O)(=O)c1ccc2c(c1)CCN2C(C)=O)C(C)C (centres undefined)	-4%	0%	-4%	4%	0%	7%	0%
Cc1cccc(OCC(=O)Nc2ccc3nc(Nc4cccc(C(F)(F)F)c4)cc(C)c3c2)c1	-7%	-2%	0%	10%	1%	-2%	0%
COc1ccc(Cn2c(=O)[nH]c3cc(C(=O)N4CCN(c5cc(Cl)ccc5C)CC4)ccc3c2=O)cc1	19%	17%	-1%	10%	2%	-7%	1%
COCc1cc(C)nc2sc3c(c12)NC(c1ccccc1C(=O)O)N(c1ccc(OC)cc1)C3=O (centres undefined)	-14%	-16%	-6%	6%	1%	-12%	-1%
COc1cc(C2C(C(=O)Nc3ccccc3C)=C(C)Nc3ncnn32)ccc1OCC(N)=O (centres undefined)	-7%	21%	4%	11%	2%	8%	0%
O=C(NC1CCCCC1)c1ccc(Cn2c(SCc3ccccc3F)nc3cccnc32)cc1	-27%	-28%	-1%	-15%	4%	-24%	0%
CC(C)OCCCn1c(=O)c2ccccc2n2c(-c3ccccc3F)nnc12	-3%	-1%	0%	-3%	-1%	-7%	-3%
CC(C)c1cccc(C(C)C)c1NS(=O)(=O)c1cccs1	12%	-9%	1%	8%	4%	-1%	1%
O=C(NCCc1ccc(Cl)cc1)C1COc2ccccc2C1 (centres undefined)	-1%	-6%	-4%	-4%	2%	7%	-1%
CCOC(=O)c1ccc(NC(=O)CCn2c(=O)oc3ccccc32)cc1	8%	-9%	-6%	-15%	0%	-5%	0%
Cc1ccc(C)c(OCCn2c(C3CC(=O)N(Cc4ccc(F)cc4)C3)nc3ccccc32)c1 (centres undefined)	-5%	0%	0%	-17%	-11%	?	-2%
CC1=C(C(=O)Nc2ccccc2)C(c2ccccn2)n2nc(SCc3ccccc3Cl)nc2N1 (centres undefined)	-10%	?	-8%	10%	2%	-14%	0%
Cc1ccc(-c2nn3c(C)nnc3c3ccccc23)cc1S(=O)(=O)NCC(C)O (centres undefined)	-9%	9%	2%	-2%	0%	?	1%
CCCOC(=O)c1ccc(Nc2c(C(=O)OCC)cnc3c(C)cc(Cl)cc23)cc1	1%	11%	1%	-8%	0%	-20%	-2%
Cn1cc(S(=O)(=O)c2ccc(Cl)cc2)c(=O)c2cc(F)c(N3CCCC3)cc21	2%	-3%	-8%	7%	2%	-17%	-1%
COc1nnc(-c2ccc(N3CCCCC3)c(NC(=O)c3ccc(C)cc3)c2)c2ccccc12	-3%	-7%	-6%	-1%	3%	-5%	1%
CCN1CCc2c(sc(NC(=O)c3ccc(S(=O)(=O)N(CCOC)CCOC)cc3)c2C(N)=O)C1	-5%	1%	-2%	-6%	-6%	-4%	2%
COc1ccc(N(CC(=O)N2CCN(c3ccccc3F)CC2)S(=O)(=O)c2c(C)n[nH]c2C)cc1	-3%	1%	-10%	19%	-2%	-7%	-2%

Not all compounds are listed; the hit share may differ from the screen's.
